PMI inhibition – human PMI inhibitors, high substrate, primary screen, biochemical, fluorescence intensity, high mannose 6-phosphate (AID 1220). Mannose-6-phosphate isomerase (Homo sapiens). recombinant PMI enzyme, coupled fluorescence intensity; higher % means a stronger effect. inhibition, % at 20 µM, or IC50 in µM where a hit was titrated. actives 0.66% (n = 190,000)
P. falciparum M1AAP – P. falciparum M1AAP inhibitors, biochemical, fluorogenic H-Leu-NHMec substrate, 1536-well (AID 1445); Aminopeptidase N (Plasmodium falciparum (isolate 3D7)); recombinant M1AAP, H-Leu-NHMec fluorogenic kinetic assay; higher % means a stronger effect; one-dose inhibition, % at 30 µM; IC50 in µM for titrated hits; actives 0.42% (n = 220,000);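 active = primary inhibition above the hit cutoff, then over 50% inhibition at one or more dose response concentrations, cut at about 23% in these data, passing the limit was not always enough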;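 note: plate controls were DMSO full reaction for no effect and no enzyme background for full effect; strong numbers were not always called active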
TNAP activation fold – human TNAP enzyme activators, primary screen, biochemical, luminescent, no phosphate acceptor, uHTS (AID 1001); purified TNAP, luminescent activation assay, no phosphate acceptor; higher activation fold means a stronger effect; activation fold at 20 µM; hits with a dose series show EC50 in µM; Alkaline phosphatase, tissue-nonspecific isozyme (Homo sapiens); actives 0.03% (n = 200,000); in the data active = activation fold from about 3, or a potency from the dose series; inactive = the rest, 99 in 100 with activation fold below about 1.6; note: many of its hits are not listed in these tables
PMI inhibitors – inhibitors of human PMI, primary screen, biochemical, fluorescence intensity, coupled assay (AID 1209) | inhibition, % at 20 µM; hits with a dose series show IC50 in µM | actives 0.42% (n = 190,000) | purified PMI enzyme, coupled fluorescence intensity; higher % means a stronger effect;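 note: plate controls were DMSO vehicle for no effect and wells lacking substrate for full effect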
Myeloid diff MLP – induction of myeloid progenitor differentiation, primary screen, cell-based, flow cytometry, MLPCN library; ER-HoxA9 myeloid progenitors, lysozyme-GFP differentiation; calls only at 10 µM; actives 1% (n = 360,000);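 active = normalized GFP-positive differentiation at or above the plate's own cutoff, the solvent-only control mean plus 3 SD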;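 note: cells exposed to compound for four days before flow analysis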
CSM14.1 death rescue – rescue of cells from ER stress-induced death, primary screen, 384-well, CSM14.1, thapsigargin, ATP luminescence (AID 1222); 190,000 tested, under 10 active; CSM14.1 thapsigargin-induced death rescue, ATP luminescence; higher % means a stronger effect; cellular ATP content (survival), % at 20 µM; hits with a dose series show EC50 in µM;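 active = EC50 below 50 µM in the dose-response confirmation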;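 note: death triggered by thapsigargin at about 15 µM added after 2 h compound pretreatment; cell ATP read after overnight thapsigargin exposure of roughly 18 to 22 hours; normalized against plate controls of thapsigargin alone and 5% DMSO vehicle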
WT yeast gro inh – growth inhibition of WT strain, primary screen, mitochondrial fusion inhibitor project, WT and mutant strains, chemical genetic; inhibition, % at 10 µM; mitochondrial fusion phenotypic screen; AID 1362, 2008; actives 2.1% (n = 190,000); in the data active = inhibition above about 58%; tested in S. cerevisiae
Lipid droplet – inhibitors of hepatocyte lipid droplet formation, primary screen, imaging, high-throughput imaging, BODIPY stain. AML12 mouse hepatocytes, oleate lipid droplets. inhibition, % at 6.5 µM. actives 0.4% (n = 240,000);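 active = lipid droplet intensity inhibited by at least 50%, with more than 500 cells counted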
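Test system: AML12 mouse liver cells; schedule: overnight exposure; technique: high-content imaging of BODIPY-stained droplets and DAPI nuclei; read-out: % inhibition of corrected integrated BODIPY droplet signal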
UTI89 phage lysis – inhibition of K1F phage lysis, E. coli UTI89, bacterial capsule biogenesis inhibitors, alamar blue (AID 488966) | E. coli UTI89 K1F phage lysis, alamar blue, 2 h; higher % means a stronger effect | inhibition, % at 100 µM, or IC50 in µM where a hit was titrated | actives 0.02% (n = 340,000);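 active = phage lysis inhibition, versus mean bacterial control, above a set limit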;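 note: capsule biogenesis inhibitors block K1F phage lysis so surviving cells raise fluorescence; higher fluorescence means more inhibition of phage lysis; actives were called in the ten point dose series up to 300 µM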
WT yeast gro inh mutant strain – second read-out of WT yeast gro inh, no call of its own (marks repeat the call); inhibition, %; mitochondrial fusion phenotypic screen, mutant strain inhibition
Lipid droplet cells 6.5 µM – second read-out of Lipid droplet, no call of its own (marks repeat the call); cell count; measured here: cell count, cytotoxicity flag;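 cells counted across two imaged fields per well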
Myeloid diff MLP GFP+ MAC1+ % – second read-out of Myeloid diff MLP, no call of its own (marks repeat the call); GFP+ MAC1+ double positive, %; measured here: differentiation confirmed by MAC1 staining
* = called active by the depositor; i = inactive; / = not tested or not shown; [ ] = remark or other dose. Cut-off read from the data, not from the text of the source, unless noted: active = inhibition above about 50%; inactive = the rest.

SMILES	PMI inhibition	P. falciparum M1AAP	TNAP activation fold	PMI inhibitors	Myeloid diff MLP	Myeloid diff MLP GFP+ MAC1+ %	CSM14.1 death rescue	WT yeast gro inh	WT yeast gro inh mutant strain	Lipid droplet	Lipid droplet cells 6.5 µM	UTI89 phage lysis
CC1CCCN(c2ccc(C(=O)OCC(=O)N3c4ccccc4Sc4ccccc43)cc2[N+](=O)[O-])C1 (stereo unspecified)	5.8%	-1.3%	1.1	0.1%	i	0.4	-1.4%	7.4	19.5	-0.3	666	1.9%[50 µM]
c1ccc(N2CCN(c3nc(-c4cccs4)nc4ccccc34)CC2)cc1	-2.9%	-0.2%	1.1	26.4%	i	0.4	-1.6%	10.0	-0.4	0.8	642	0.1%
CCNc1nc(Cl)nc(N(NC(C)=O)C(C)CC)n1 (stereo unspecified)	-18.9%	-4.0%	1.2	-8.4%	i	0.7	0.2%	-13.1	-21.0	10.7	770	1.3%[50 µM]
OC(CC1CC12c1ccccc1-c1ncccc12)(c1ccccc1)c1ccccc1 (stereo unspecified)	6.4%	2.6%	1.1	12.0%	i	0.1	-0.3%	74.0*	12.6*	-16.3	726	1.3%[50 µM]
CCOc1ccc(CC(=O)Nc2cc(=O)n(C)c(=O)n2C)cc1	-2.1%	7.0%	1.1	2.4%	i	0.4	-3.9%	-17.8	-15.7	9.7	700	-0.1%
C=CCn1c(SCC(=O)Nc2cccc3ccccc23)nc(O)c(CC)c1=O	-3.4%	14.2%	1.2	-2.7%	i	8.0	-0.4%	-4.6	9.6	12.2	748	0.1%
CCCCCCCC(=O)N/N=C(/C)c1c(O)cc(C)oc1=O	-7.5%	0.0%	1	4.9%	i	1.0	-2.2%	-5.0	-10.2	/	/	i
CCc1nnc(NC(=O)c2cccc(S(=O)(=O)N(C)c3ccc(OC)cc3)c2)s1	-11.6%	7.7%	1.1	-18.3%	i	0.2	-0.9%	-24.0	-9.9	4.0	651	-0.1%
O=C1c2ccccc2C(=O)N1Cc1nc(-c2ccncc2)no1	2.0%	-1.5%	1	3.8%	i	7.6	1.6%	-2.0	22.4	/	/	0.8%
CC(C)CCNC(=O)NC(=O)COC(=O)/C=C/c1cnc2ccccc2n1	-8.2%	1.5%	1	0.6%	i	2.5	-0.1%	9.9	19.1	-19.5	725	0.1%
O=C(CC(c1ccccc1)c1ccccc1)N1CCN(c2ccccn2)CC1	-1.4%	1.4%	1.1	3.9%	i	0.4	8.8%	8.3	10.7	-5.8	735	-0.2%
FC(F)(F)c1cccc(NC(=S)NCC(c2cccnc2)N2CCOCC2)c1 (stereo unspecified)	-3.7%	0.1%	1.1	1.6%	i	1.0	-3.7%	-2.3	-1.1	-15.9	665	-2.2%
O=C(NCCCN1CCCC1=O)c1cc2c(s1)CCCCC2	/	4.1%	/	/	i	0.5	/	/	/	-10.5	669	1.4%[50 µM]
CCOC(=O)c1ccc(N2C(=O)CC(C3CCCO3)C2=O)cc1 (stereo unspecified)	-5.2%	12.2%	1.1	-1.0%	i	0.8	0.6%	-1.3	-5.2	2.4	796	0.4%
CCOC(=O)CC1C(=O)NCCN1S(=O)(=O)c1ccc(C)cc1 (stereo unspecified)	6.5%	-1.4%	1	5.7%	i	0.3	1.2%	-1.2	-4.0	6.9	655	0.8%
Nc1c(S(=O)(=O)c2cccc(Cl)c2)c2nc3ccccc3nc2n1CCN1CCOCC1	6.8%	2.8%	1	4.2%	i	1.1	-0.7%	3.3	11.9	/	/	1.0%
O=C(NC(=S)Nc1ccc(Cc2ccncc2)cc1)c1ccccc1Cl	-10.8%	3.0%	1.1	5.5%	i	0.9	-0.4%	15.4	9.6	2.2	688	0.2%
CCCCn1c(NC(=S)Nc2ccccc2)nc2ccccc21	8.8%	-11.3%	1.2	16.3%	i	1.2	-1.3%	5.7	2.3	-0.8	668	0.6%
CS(=O)(=O)c1ccc(C(=O)N2CCN(Cc3ccccc3)CC2)cc1	-5.0%	-1.3%	1	-4.4%	i	0.2	0.5%	2.6	1.1	2.5	618	-2.6%
COC(=O)C1=C(N)Oc2cc(C)n(CC3CCCO3)c(=O)c2C1c1ccccc1 (stereo unspecified)	21.0%	5.1%	1	18.9%	i	0.9	-1.9%	6.7	14.2	/	/	-0.1%
O=C(N/N=C/c1cccc([N+](=O)[O-])c1)c1cccc2cc[nH]c12	-6.1%	6.8%	1.1	-6.0%	i	0.3	-0.5%	3.0	-9.9	1.8	686	-0.6%
O=C(Nc1nccs1)c1cn2ccccc2n1	/	23.1%	/	/	i	0.5	/	/	/	0.0	729	0.2%
Cc1nc2ccccc2n1C(=O)c1ccccc1[N+](=O)[O-]	-7.4%	1.1%	1	-2.1%	i	2.2	1.1%	-7.5	-9.9	-34.2	538	-4.7%
C/C(=N\N=C1\NC(=O)CS1)c1cccs1	5.7%	13.3%	1.1	-0.5%	i	0.3	-0.4%	-9.9	-11.8	12.3	694	0.8%
FC(F)Oc1ccc(-c2csc(=Nc3cccnc3)n2CC2CCCO2)cc1 (stereo unspecified)	1.8%	10.0%	1.1	-0.6%	i	0.3	1.7%	0.2	-14.6	-3.2	727	13.5%
CCOC(=O)c1cn(Cc2cccc(Cl)c2)nn1	-2.1%	1.2%	1	-4.6%	i	0.5	-1.0%	3.4	-13.4	7.8	757	0.4%
CCOC(=O)N/N=C/C(Cl)=C/c1ccccc1	1.0%	-0.5%	1.1	1.6%	i	0.5	-1.7%	2.0	-18.9	-1.1	667	0.2%
CNC(=O)c1sc(-c2cccs2)nc1C	-10.9%	0.7%	1.2	-9.0%	i	0.4	1.5%	-13.3	-13.7	4.3	692	0.2%
CCC(C)c1ccc(NC(=O)c2cnn3c(C(F)F)cc(C)nc23)cc1 (stereo unspecified)	3.6%	-3.6%	1.1	0.6%	i	0.0	1.8%	24.1	20.2	-0.8	659	/
Cc1oc(-c2ccccc2Cl)nc1Cn1cccc1C1=NC(c2ccccc2)CO1 (stereo unspecified)	11.8%	-3.9%	0.9	2.1%	i	0.6	-0.8%	-1.0	-13.8	/	/	0.2%
COC(=O)CC(=O)N1CCN(c2ccc(Cl)c(Cl)c2)CC1	-1.0%	-1.2%	1.1	3.7%	i	0.2	-1.5%	0.8	-4.9	-15.7	651	-1.3%
CCCNC(=O)c1ccc(OC)cc1OC	7.0%	1.4%	1	-6.5%	i	2.1	7.9%	5.5	0.9	/	/	-0.4%
Cn1cc(C(=O)NCN2CCCCC2)c2ccccc21	-4.8%	-5.7%	1.2	-6.7%	i	0.8	0.8%	-7.6	4.5	/	/	0.1%
COc1ccc(OC)c(NC(=O)CSc2ncccn2)c1	-6.9%	5.3%	1.1	11.0%	i	1.5	1.2%	0.8	1.5	-0.5	811	0.2%
NC(=O)NC(=O)CC1S/C(=N/N=C/c2ccccc2)NC1=O (stereo unspecified)	-2.0%	3.3%	1.1	-6.5%	i	0.5	0.6%	-17.1	-8.4	-3.4	691	0.1%
Cc1ccc2oc3c(c(=O)c2c1)C(c1cccs1)N(CCCN(C)C)C3=O (stereo unspecified)	11.0%	/	1.1	12.6%	i	2.2	-0.8%	0.3	5.3	10.8	697	-0.6%
COCCOC(=O)C1=C(C)Nc2ncnn2C1c1ccc(F)cc1 (stereo unspecified)	4.0%	-1.2%	1.1	2.3%	i	0.8	/	0.4	0.1	-34.3	361	0.2%
Cc1ccccc1NC1=C(Cl)C(=O)OC1OC(=O)c1ccco1 (stereo unspecified)	-6.9%	2.6%	1.2	-10.6%	i	5.7	2.2%	-13.1	-6.9	0.8	792	3.1%
CC1SC(c2ccccc2Cl)NC1=O (stereo unspecified)	-1.9%	6.3%	1.2	-1.0%	i	0.7	-1.3%	9.5	9.0	7.9	790	0.3%
Cc1ccc(NC(=S)N=Nc2c(O)n(C)c3ccc(S(=O)(=O)N4CCOCC4)cc23)cc1C	14.9%	6.3%	0.8	-1.8%	i	0.3	1.2%	51.3	-1.0	/	/	-4.3%
CCN=C1SC(CC(=O)Nc2sc3c(c2C#N)CCCC3)C(=O)N1CC (stereo unspecified)	0.5%	-1.5%	1	-1.6%	i	0.3	-0.8%	9.7	9.5	/	/	0.3%
CCCOP(=O)(c1ccc(N(C)C)cc1)C(O)c1cccnc1 (stereo unspecified)	-5.8%	-1.3%	1.1	-4.7%	i	7.5	1.2%	22.4	-15.2	/	/	3.2%
Cc1onc(-c2c(F)cccc2Cl)c1C(=O)N1CCN(c2ncc(Br)cn2)CC1	/	4.9%	/	/	i	0.7	/	/	/	-4.9	729	0.5%
O=C1CN(C(=O)c2ccc(Br)o2)C(c2ccccc2)c2cc(F)ccc2N1 (stereo unspecified)	3.9%	4.3%	1.1	14.7%	i	3.3	-0.1%	2.1	-2.8	/	/	-0.1%
COc1ccc(Cl)cc1C(=O)NNC(=O)c1nc2nc(C)cc(C)n2n1	/	1.0%	/	/	i	0.5	/	/	/	1.5	670	-1.9%[50 µM]
COc1ccc(NC(=O)Nc2ccc(N(C)C)cc2)cc1	9.7%	10.9%	1.3	14.3%	i	0.4	-0.5%	8.6	-0.7	13.5	789	1.0%

From PubChem BioAssay
